Screens as filed in PubChem.
TbHK1 inh: T. brucei hexokinase 1 inhibition. recombinant TbHK1, G6PDH-coupled NADH A340. inhibition, % at 10 µM. 0.11% of 220,000 active. AID 1430;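 active = inhibition of 50% or more in the single-dose primary screen; inactive = inhibition below 50%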
RBBP9 inh: inhibitors of human serine hydrolase RBBP9. 0.2% of 220,000 active. O75884. inhibition, % at 7.94 µM. AID 1515. recombinant RBBP9, FP-Rh probe fluorescence polarization;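 active = inhibition above the campaign mean of all tested compounds plus 3 SD, cut at about 14% in these data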;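 note: plate controls were DMSO wells with RBBP9 for no effect and wells lacking RBBP9 protein for full effect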
Target sequence (O75884 whole entry, looked up): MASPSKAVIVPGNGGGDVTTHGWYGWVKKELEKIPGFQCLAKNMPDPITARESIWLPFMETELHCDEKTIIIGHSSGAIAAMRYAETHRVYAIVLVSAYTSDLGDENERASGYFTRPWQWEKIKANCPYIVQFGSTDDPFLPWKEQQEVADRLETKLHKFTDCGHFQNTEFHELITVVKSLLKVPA
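Controls: DMSO-treated enzyme wells and wells lacking RBBP9 | Material: RBBP9 protein | Technique: Fluorescence polarization | Replication: Single well per compound, no replicates | Buffer or medium: Tris-NaCl-Pluronic buffer, pH 8.0 | Timing: 30 min compound preincubation, 45 min probe labeling, 25 °C | Read-out basis: Percent inhibition from mP, scaled between DMSO and no-protein wells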
Furin inh: blocks human furin protease activity; purified furin, fluorogenic substrate cleavage; inhibition, % at 30 µM; 0.061% of 220,000 active; in the data active = inhibition above about 25%; note: inactives centre near -15
BaF3 tox: counter-screen for JAK2V617F inhibitors: parental Ba/F3 viability inhibitors | CellTiter-Glo ATP luminescence | inhibition, % at 5.6 µM | 1.1% of 220,000 active | AID 1486;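 active = inhibition above a per-campaign cutoff, the mean inhibition of all tested compounds plus 3 SD, cut at about 27% in these data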;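 note: 0% = DMSO wells and 100% = JAK Inhibitor I control wells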
p97 inhibitor: human p97 ATPase inhibition; P55072; recombinant p97 ATPase, Kinase-Glo ATP luminescence, 3 h; inhibition, % at 8 µM; 0.42% of 220,000 active; AID 1481; in the data active = inhibition above about 15%;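 note: 0% = DMSO vehicle and 100% = wells lacking enzyme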
NCF1 inh: blocks human p47phox regulatory protein of NADPH oxidases | P14598 | p47phox/p22phox peptide binding, fluorescence polarization, 2 h | inhibition, % at 24.7 µM | 0.53% of 220,000 active | AID 1274;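 active = inhibition above about 30%, limit read from the data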;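 note: 0% = p47phox with labelled peptide and 100% = labelled peptide alone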
Target sequence (P14598 whole entry, looked up): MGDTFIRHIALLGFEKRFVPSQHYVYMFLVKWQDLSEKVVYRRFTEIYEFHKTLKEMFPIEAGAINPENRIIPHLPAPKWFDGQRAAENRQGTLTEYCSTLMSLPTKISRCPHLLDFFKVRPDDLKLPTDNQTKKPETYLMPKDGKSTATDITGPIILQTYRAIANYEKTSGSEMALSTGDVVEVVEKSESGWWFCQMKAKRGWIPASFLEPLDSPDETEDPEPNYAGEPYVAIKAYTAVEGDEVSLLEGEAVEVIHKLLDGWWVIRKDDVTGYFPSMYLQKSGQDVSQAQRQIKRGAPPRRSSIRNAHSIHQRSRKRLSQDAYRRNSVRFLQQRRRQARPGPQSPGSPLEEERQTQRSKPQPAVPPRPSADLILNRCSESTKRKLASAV
Ba/F3 V617F tox: lowers viability of Ba/F3 cells expressing EpoR and JAK2V617F; AID 1446; inhibition, % at 5.6 µM; ATP luminescence; 1.1% of 220,000 active;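 active = inhibition above the campaign mean plus 3 SD over all tested compounds, cut at about 24% in these data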;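 note: cytokine-independent growth of Ba/F3 cells driven by EpoR plus mutant JAK2; 0% = DMSO-treated cells and 100% = JAK inhibitor I control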
PPC-1+TRAIL kill: kills PPC-1 cancer cells in the presence of TRAIL. PPC-1 cells + TRAIL, ATPLite viability luminescence. cell killing (% activity), % at 4 µM. 0.41% of 220,000 active. AID 1443;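 active = cell killing above 50% in the first pass at 4 µM, then a duplicate retest at 5 µM averaging 50% or more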;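 note: plate controls were cells with TRAIL plus DMSO for no effect and medium-only wells lacking cells for full effect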
EP2 antag: inhibitors of human EP2 prostaglandin E2 receptor | P43116 | 0.52% of 260,000 active | inhibition, % at 25 µM | C6 glioma cells expressing human EP2, cAMP TR-FRET; cells stimulated with saturating PGE2;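 active = percent inhibition above 40 after rounding to a whole number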;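 note: rat C6 glioma host cells with rolipram phosphodiesterase inhibitor present; the protocol text gives 20 µM as final concentration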
Target sequence (P43116 whole entry, looked up): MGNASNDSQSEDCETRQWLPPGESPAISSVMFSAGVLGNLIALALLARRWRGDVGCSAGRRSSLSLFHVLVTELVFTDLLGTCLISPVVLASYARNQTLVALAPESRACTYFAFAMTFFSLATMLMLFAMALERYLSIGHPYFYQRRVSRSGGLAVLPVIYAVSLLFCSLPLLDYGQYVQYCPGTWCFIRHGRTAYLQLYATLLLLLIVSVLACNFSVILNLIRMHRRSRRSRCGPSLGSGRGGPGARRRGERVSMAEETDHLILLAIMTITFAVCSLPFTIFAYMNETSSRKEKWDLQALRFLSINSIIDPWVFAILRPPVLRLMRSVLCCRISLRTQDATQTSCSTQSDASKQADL
* hit, by the source's call; nt = no result given; & = joins results of further samples; [ ] = another dose, or the depositor's remark. A portion of the library; the hit share may differ from the screen's.

The first 2 compounds as a preview:
SMILES	TbHK1 inh	RBBP9 inh	Furin inh	BaF3 tox	p97 inhibitor	NCF1 inh	Ba/F3 V617F tox	PPC-1+TRAIL kill	EP2 antag
CC1(C)CC(=O)C(C2=NC3(CCCCC3)Cc3ccccc32)=C(O)C1	-4.0	-7.4	-11.5	14.3	-3.6	-0.9	3.5	8.0	6.2
COC(=O)C(C)N(c1ccc(OC)cc1)S(C)(=O)=O (stereo unspecified)	1.2	-10.6	-18.8	9.6	1.9	-6.0	1.7	22.5	5.3

The list itself, previewed entries included:
SMILES	TbHK1 inh	RBBP9 inh	Furin inh	BaF3 tox	p97 inhibitor	NCF1 inh	Ba/F3 V617F tox	PPC-1+TRAIL kill	EP2 antag
CC1(C)CC(=O)C(C2=NC3(CCCCC3)Cc3ccccc32)=C(O)C1	-4.0	-7.4	-11.5	14.3	-3.6	-0.9	3.5	8.0	6.2
COC(=O)C(C)N(c1ccc(OC)cc1)S(C)(=O)=O (stereo unspecified)	1.2	-10.6	-18.8	9.6	1.9	-6.0	1.7	22.5	5.3
CCN(CC)S(=O)(=O)c1ccc(S(=O)(=O)Nc2cc3c(cc2C(C)=O)OCO3)cc1	-0.5	-1.4	-28.0[20 µM]	0.4	0.6	-8.9	-5.2	-4.5	8.7
CS(=O)(=O)NCc1ccc(C(=O)O)cc1	-0.6	-4.3	-19.2	5.4	4.2	-2.6	-1.7	15.4	3.5
CC(=O)C1=C(C)NC(SCc2cccc3ccccc23)=C(C#N)C1c1ccco1 (stereo unspecified)	-4.5	-6.5	-8.2	12.2	1.6	-26.5	1.8	8.4	5.5
Cc1nnc(SCc2ccc(CC(=O)O)cc2)o1	1.7	-2.9	-2.4	0.3	3.0	-6.0	-0.1	8.5	6.6
Cc1ccc(S(=O)(=O)N2CCC(C(=O)N[C@H](C(=O)NC3CCS(=O)(=O)C3)C(C)C)CC2)cc1 (stereo partly specified)	7.0	-4.1	2.1[20 µM]	6.1	-4.5	-3.1	6.4	-5.2	nt
Cc1nnc(NC(=O)CSc2nnc(Cc3cccn3C)n2-c2cccc(C)c2C)s1	-0.9	-13.7	-8.9	2.9	-6.1	-4.2	1.1	-5.8	nt
N/C(=N\OC(=O)c1cccc(Br)c1)c1ccccc1	1.3	-4.7	-17.9	3.8	-1.4	-11.1	-1.2	7.0	5.3
O=C1/C(=C/N(C(=O)c2ccco2)c2ccc(Br)cc2)Sc2ccccc21	4.3	-7.9	-2.8	3.3	-5.2	-35.8	1.0	15.2	6.0
c1ccc(-c2noc(CN3CCOCC3)n2)cc1	-2.5	2.7	-11.6	2.4	1.4	-6.8	-1.6	14.1	8.3
COc1cc(/C=N/NC(=O)COc2ccccc2[N+](=O)[O-])ccc1OC(=O)c1ccco1	26.0	-5.5	-8.8	1.0	5.5	-9.9	-4.3	-3.3	10.7
Cc1cc(SCC(=O)N/N=C/c2cccnc2)nc2c(C)cccc12	-1.2	-9.3	-22.2	0.6	1.5	9.8	-5.2	-3.3	3.8
CCOC(=O)c1c(NC(=O)/C=C/c2ccc3c(c2)OCO3)sc(C)c1C	1.5	-1.1	-21.2[20 µM]	4.9	-3.0	-2.2	-0.5	-2.4	9.2
CC(=O)c1c(C)[nH]c(C(=O)OCC(=O)N2CCN(S(=O)(=O)c3ccc(C)cc3C)CC2)c1C	-13.7	-4.4	-7.9[20 µM]	4.5	1.8	-10.2	-0.8	7.2	11.3
N#CC1=C(N)Oc2cc(O)c(C=Nc3ccccc3)cc2C1c1ccccc1 (stereo unspecified)	-16.3	7.2	-19.9	5.1	5.6	-20.6	-0.7	21.1	8.3
CCSc1nncn1/N=C/c1ccc(OC)c(OC)c1	-32.2	-5.2	-12.5[20 µM]	3.5	-3.5	-4.4	1.8	14.0	10.4
COc1ccc(-c2oc(/N=C/N3CCOCC3)c(C#N)c2-c2ccc(OC)cc2)cc1	-36.0	0.7	-21.1	0.3	0.8	-1.9	-4.7	14.8	8.6
CCOc1ccc(Nc2nc(Cc3nnc(SCC(=O)NC4CCCCC4)n3C)cs2)cc1	-8.9	-4.8	-9.1[20 µM]	5.3	-2.2	2.4	-3.0	23.8	23.2
CCCCSc1nc(O)c(C2OC(=O)c3c2ccc(OC)c3OC)c(=O)n1-c1ccccc1 (stereo unspecified)	1.1	-0.5	-30.1[20 µM]	2.6	2.5	-11.6	-2.1	12.3	-2.5
CC(C)(C)OCC(O)CN1CCN(C(=O)c2ccccc2)CC1 (stereo unspecified)	-0.7	-1.6	-21.7	3.6	6.8	-0.4	-1.1	9.3	2.4
COC(=O)C1=C(Nc2ccc(C)cc2)C=C(C)C(C(=O)OC)C1c1cccc(OC)c1 (stereo unspecified)	-8.5	-6.7	-8.8[20 µM]	3.8	-8.5	-2.5	1.2	24.3	0.4
COc1ccc(Cl)cc1S(=O)(=O)N1CCN(CC(=O)C(C)(C)C)CC1	-2.3	-10.3	-29.1	5.0	-5.5	-15.9	0.4	-12.4	16.1
c1cncc(Cc2cc3ccccc3[nH]2)c1	-2.1	1.7	-4.2	6.5	5.0	-11.6	1.1	-0.8	9.8
CCOC(=O)C1=C(c2ccccc2)N2CCN=C2S1	-18.6	-0.5	-22.3[20 µM]	1.4	-8.0	nt	0.8	nt	nt
Next section
SMILES	TbHK1 inh	RBBP9 inh	Furin inh	BaF3 tox	p97 inhibitor	NCF1 inh	Ba/F3 V617F tox	PPC-1+TRAIL kill	EP2 antag
COc1ccc(OC)c(S(=O)(=O)NC2CCCCC2)c1	3.1	-2.2	0.1[20 µM]	6.1	-4.5	-6.4	4.7	-8.2	5.3
Cc1ccc(Oc2nc(C(F)(F)F)nc3ccccc23)cc1	-1.0	-7.9	-18.3[20 µM]	2.8	-3.1	8.5	-0.3	5.2	23.9
CCCCCN1C=CC(=C2C(=O)c3ccccc3C2=O)C=C1	-8.0	-5.9	-18.9	24.2	-33.5	-19.6	24.2*	94.3*[5 µM]	7.9
O=S(=O)(c1cccs1)N1CCC(Cc2ccccc2)CC1	-0.8	-1.0	-21.3[20 µM]	-1.9	0.7	-3.1	-3.6	22.7	10.4
CC(NC(=O)NC1CCCCC1)C(c1cccs1)N1CCOCC1 (stereo unspecified)	-8.5	2.7	-28.5	7.3	1.7	-2.1	-2.2	13.1	7.8
CCCn1cc(CN2CCC(Cc3ccccc3)(C(=O)OCC)CC2)c(C)n1	-2.9	-6.1	-23.8	8.0	2.1	-12.3	-1.4	10.6	4.0
CN(C)c1ccc(/C=N/n2c(COc3ccccc3)n[nH]c2=S)cc1	-4.4	3.5	-23.9	4.6	7.3	-0.3	0.3	24.3	3.8
COc1ccccc1N1C(=S)NC2CS(=O)(=O)CC21 (stereo unspecified)	-20.0	-4.6	-21.4	1.4	7.8	-0.4	0.9	6.0	0.9
Cc1ccc(S(=O)(=O)N2CC3CCCN3c3ccc(C(F)(F)F)cc32)cc1 (stereo unspecified)	-7.5	-4.6	-17.1[20 µM]	2.6	1.2	-26.5	-0.3	3.1	4.8
O=C1CC(c2ccco2)CC(O)=C1C=NCCN1CCNCC1 (stereo unspecified)	-4.6	-1.9	-22.4[20 µM]	0.9	2.6	-7.4	-4.1	7.1	10.6
O=C(NCc1ccccc1)C(Cc1ccccc1)NS(=O)(=O)c1cccc2nsnc12 (stereo unspecified)	-12.2	-1.0	-13.8[20 µM]	0.3	1.8	-1.5	-4.5	34.6	5.0
O=C(COCC(=O)N/N=C/c1ccc(F)cc1)N/N=C/c1ccc(F)cc1	-3.4	1.4	-4.4	6.5	-0.3	7.9	0.6	6.7	6.1
CCOC(=O)c1sc(NC(=O)c2cc(-c3ccccc3)nc3ccccc23)c(C#N)c1C	1.0	9.1	-21.4[20 µM]	-2.3	6.5	-10.4	-2.7	18.9	9.3
C=CCn1c(COc2cccc(C)c2)nnc1SCC(=O)c1c[nH]c2c(CC)cccc12	3.7	-1.7	-19.7	3.5	7.8	-32.3	-2.1	-7.0	3.2
COCCCn1c(C(C)C)nc2oc3cc(OC)ccc3c(=O)c2c1=O	-5.6	-5.1	-28.9	3.6	4.9	-10.3	-0.8	8.8	4.9
CSc1nc(N)c2c3c(sc2n1)COC(C(C)C)C3 (stereo unspecified)	7.4	3.8	-19.5[20 µM]	9.0	1.1	-9.6	-0.8	-16.1	15.6
CCN(CC)S(=O)(=O)c1ccc(N=Nc2c(N)[nH]c(=O)[nH]c2=O)cc1	-19.5	-4.0	-7.0	-2.2	2.6	-14.4	-5.5	6.1	11.4
O=C(Nc1ccc(CN2CCOCC2)cc1)c1cc2ccccc2o1	-6.2	-4.3	-25.3[20 µM]	6.3	-0.8	-5.9	-2.1	27.6	7.8
O=C(CCCN1C(=O)c2cccc3cccc(c23)C1=O)N1CCN(c2ccccc2O)CC1	19.8	-4.0	-8.2	3.4	2.2	-1.0	-2.5	3.3	9.0
CC(C)OC(=O)/C(=C\c1cccnc1)NC(=O)c1ccccc1	-3.7	-3.2	-15.7	-3.5	-2.2	-4.4	-4.4	0.2	1.8
COc1ccc(C(=O)c2oc3ccc(OC)cc3c2N)cc1	-15.7	-0.8	-23.0	4.3	-2.1	-3.9	-1.0	7.4	15.1&10.7
Cc1cccc2[nH]c(SCC(=O)O)nc12	-1.9	-10.3	-31.5	4.1	-1.9	-8.4	1.0	-1.1	6.0
CC(C)C(=O)NC(=S)Nc1ccc(S(=O)(=O)NC(C)(C)C)cc1	0.4	-0.1	-14.5[20 µM]	7.1	-1.4	4.5	-0.3	28.9	12.7
COc1ccc(C2=NN(c3nc4ccccc4s3)C(=O)/C2=C\N(C)C)cc1	29.4	1.0	-10.1	0.7	0.8	-44.9	-5.5	12.7	3.5
CCOC(=O)C1CCCN(CC(=O)Nc2cccc(C(C)=O)c2)C1 (stereo unspecified)	2.5	-7.8	-17.3	5.4	-4.0	1.5	4.1	14.7	2.3

One compound at a time (already shown):
COc1ccccc1N1C(=S)NC2CS(=O)(=O)CC21 (stereo unspecified) is listed as TbHK1 inh: -20.0; RBBP9 inh: -4.6; Furin inh: -21.4; BaF3 tox: 1.4; p97 inhibitor: 7.8; NCF1 inh: -0.4; Ba/F3 V617F tox: 0.9; PPC-1+TRAIL kill: 6.0; EP2 antag: 0.9
C=CCn1c(COc2cccc(C)c2)nnc1SCC(=O)c1c[nH]c2c(CC)cccc12 is listed as TbHK1 inh: 3.7; RBBP9 inh: -1.7; Furin inh: -19.7; BaF3 tox: 3.5; p97 inhibitor: 7.8; NCF1 inh: -32.3; Ba/F3 V617F tox: -2.1; PPC-1+TRAIL kill: -7.0; EP2 antag: 3.2

Remaining list, next part:
SMILES	TbHK1 inh	RBBP9 inh	Furin inh	BaF3 tox	p97 inhibitor	NCF1 inh	Ba/F3 V617F tox	PPC-1+TRAIL kill	EP2 antag
COc1ccc(/C=C2/N=C(c3cccs3)OC2=O)cc1OC(C)C	-13.3	6.9	4.0[20 µM]	5.6	4.0	-23.6	0.3	-10.9	10.5
Cc1cc(C(=O)OCC(=O)Nc2ccc(S(=O)(=O)N3CCOCC3)cc2)c(C)o1	6.3	4.1	-27.6	6.6	-0.1	10.1	-0.9	4.4	7.2
COc1cccc(C(=O)Nc2ccc(-c3nc4ccccc4o3)c(O)c2)c1	-11.1	-8.5	-32.1	1.1	4.5	-113.9	-1.3	27.1	9.2
CC1=C(C)/C(=N/OC(=O)c2cccc([N+](=O)[O-])c2)C=CC1=O	-2.9	-10.5	-24.5[20 µM]	9.0	-0.3	-10.3	21.4	-7.8	20.5
Oc1c(C(c2cccs2)N2CCN(c3ccccc3)CC2)sc2ncnn12 (stereo unspecified)	-18.1	-7.5	-25.4	4.8	1.8	-4.7	-1.5	3.0	13.0
CC(NC(=O)COc1ccccc1F)C1CC2CCC1C2 (stereo unspecified)	-0.2	-6.0	-11.8	6.5	-2.6	0.2	-1.7	-5.1	6.1
